Source: PubChem (National Center for Advancing Translational Sciences (NCATS))
D2 potentiator: D2 dopamine receptor (human) potentiation. P14416. HEK293 T-REx D2, calcium flux, EC20 dopamine potentiation. potentiation, % at 10 µM. 0.34% of 340,000 active;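 active = potentiation over 3 SD above the plate norm, cut at about 30% in these data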; note: 0% is about no effect
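Tetracycline-induced HEK293 T-REx cells force-coupled to calcium signalling expressed D2; compounds were pin-added after a 10 s baseline, read kinetically 180 s, then an EC20 dopamine challenge followed with a further 180 s calcium read.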
RXFP1 antagonist: antagonists of human relaxin receptor RXFP1. 0.59% of 350,000 active. Q9HBX9. AID 1259400. HEK293-RXFP1, relaxin-stimulated cAMP HTRF, 30 min; stronger effect = lower value. activity change, negative = inhibition, % at 57.5 µM;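 active = activity change of -60% or lower, but not beyond a set lower limit; inconclusive = change between -60% and -40%, or beyond the set limit; inactive = change above -40%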; note: % is set by controls: 0 for no effect and ±100 for the full control effect
D1 PAM: enhances dopamine response at the human D1 receptor. P21728. HEK293 TREx D1 cells, calcium flux, dopamine EC20 potentiation. potentiation, % at 10 µM. 0.036% of 360,000 active; in the data active = potentiation above about 30%; note: 0% is about no effect
Target sequence (P21728 whole entry, looked up): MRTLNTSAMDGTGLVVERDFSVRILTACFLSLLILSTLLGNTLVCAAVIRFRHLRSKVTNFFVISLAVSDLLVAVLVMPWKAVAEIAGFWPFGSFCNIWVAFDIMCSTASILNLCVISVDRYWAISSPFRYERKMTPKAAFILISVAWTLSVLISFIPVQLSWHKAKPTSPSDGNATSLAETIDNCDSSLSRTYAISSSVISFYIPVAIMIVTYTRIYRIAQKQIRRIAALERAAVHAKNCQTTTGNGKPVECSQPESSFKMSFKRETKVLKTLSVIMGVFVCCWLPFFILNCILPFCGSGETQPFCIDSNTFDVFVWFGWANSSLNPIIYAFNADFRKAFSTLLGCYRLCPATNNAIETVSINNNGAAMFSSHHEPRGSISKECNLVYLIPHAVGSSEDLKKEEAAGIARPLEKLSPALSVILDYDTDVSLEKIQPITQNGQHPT
D1 agonist: activates the human D1 dopamine receptor; 1% of 360,000 active; P21728; activation, % at 2 µM; AID 504660; HEK293 T-REx D1 cells, calcium flux, agonist mode; in the data active = activation above about 30%; note: 0% is about no effect
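Inducible HEK293 T-REx D1 cells, force-coupled to calcium signalling, were plated at 4000 cells/well with tetracycline and held overnight at 30 C. After no-wash calcium dye loading, compound-evoked calcium rise over 180 s flagged agonists.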
D1 antag: antagonists of human D1 dopamine receptor | HEK293 TREx D1 cells, calcium flux, dopamine EC80; stronger effect = lower value | 3.2% of 360,000 active | activity change, negative = inhibition, % at 10 µM | P21728; in the data active = activity change below about -30%; note: % is set by controls: 0 for no effect and ±100 for the full control effect
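Calcium flux readout: force-coupled, inducible Hek293 Trex D1 line, cells induced overnight at 30 C with tetracycline, dye-loaded 30–90 min at RT. Antagonism scored against EC80 dopamine challenge given 180 s after compound.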
Vif-APOBEC3G blk: inhibitors of Vif-APOBEC3G interaction. Potency, µM (titrated, usually from 46.1 µM), for inactives: at the highest dose activity, negative = active, actives largely listed as inhibitors. AID 602310. HeLa A3G-eYFP + Vif (tagged APOBEC3G with the HIV-1 protein that degrades it), YFP fluorescence, overnight. Q9HC16. 0.076% of 410,000 active;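 note: potency is the fitted concentration of half-maximal effect; % is set by controls: 0 for no effect and ±100 for the full control effect; nearly all actives have a fitted effect of over 60% in size; hits raise eYFP signal because A3G escapes Vif-driven loss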
Target sequence (Q9HC16 whole entry, looked up): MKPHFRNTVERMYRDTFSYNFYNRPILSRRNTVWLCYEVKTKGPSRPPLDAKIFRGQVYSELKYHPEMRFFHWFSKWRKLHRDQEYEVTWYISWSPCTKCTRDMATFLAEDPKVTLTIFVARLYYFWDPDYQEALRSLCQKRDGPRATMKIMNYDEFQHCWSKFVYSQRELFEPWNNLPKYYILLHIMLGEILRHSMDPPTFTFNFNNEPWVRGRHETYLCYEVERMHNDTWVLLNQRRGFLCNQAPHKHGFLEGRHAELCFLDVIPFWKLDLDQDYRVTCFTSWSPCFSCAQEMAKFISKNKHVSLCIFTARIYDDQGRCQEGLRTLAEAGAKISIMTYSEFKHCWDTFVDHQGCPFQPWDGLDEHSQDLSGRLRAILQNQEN
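Read-out is eYFP fluorescence (Ex 488/Em 500-530) from Vif-expressing HeLa A3G-eYFP cells; more signal means A3G escaped Vif-mediated degradation. Cells plated overnight, compound pinned in, incubated overnight at 37 deg C.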
Vif-A3F inh: blocks the Vif interaction with APOBEC3F; AID 602313; Potency, µM (series often up to 46.1 µM), for the others: at the top dose activity, negative = active; HeLa A3F-eYFP + Vif (tagged APOBEC3F with the HIV-1 protein that degrades it), YFP fluorescence increase; 0.2% of 390,000 active; note: potency is the fitted concentration of half-maximal effect; % of control where 0% means no effect; nearly all actives have a fitted effect of over 65% in size
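HeLa cells stably expressing Vif plus C-terminally eYFP-tagged A3F were seeded, incubated overnight at 37 deg C, dosed with compound, incubated overnight again at 37 deg C. Yellow fluorescence (Ex 488/Em 500-530) reported blocked Vif-mediated A3F-eYFP degradation.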
RXFP1 agonist: agonists of human relaxin receptor RXFP1; HEK293T-RXFP1 cAMP TR-FRET, 30 min; response scale: percent of porcine relaxin response, buffer zero; Potency, µM (titrated, usually from 57.5 µM), without a hit: at the highest dose activation, usual class: activators; 0.3% of 370,000 active; note: potency is the fitted concentration of half-maximal effect; % is set by controls: 0 for no effect and ±100 for the full control effect; nearly all actives have a fitted effect of over 60% in size; many of its hits are not listed in these tables
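HEK293T cells stably expressing RXFP1 were pretreated with the PDE4 inhibitor Ro 20174, exposed to compounds for 30 min at 37C, lysed, and cAMP was read by TR-FRET. Data normalized to buffer (basal) and 29 nM porcine relaxin (100%).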
GRP78 ERSR act: inducers of ER stress response in human glioma cells; U87-MG GRP78 promoter luciferase reporter, 16 h; Potency, µM, for the others: at the highest dose activation, usual class: activators; 0.02% of 420,000 active; AID 602332; note: potency is the fitted concentration of half-maximal effect; series mostly up to about 76 µM; % of control where 0% means no effect; nearly all actives have a fitted effect of over 35% in size
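Stably transfected U87-MG glioma cells carrying a GRP78-based luciferase sensor; 16 h compound incubation. Luminescence end-point read 10 min after Bright-Glo addition at room temperature.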
* = called active by the depositor; ? = inconclusive; · = not tested or not shown. Unless noted, calls come from the whole dose curve; as a rule, active = well fitted curve in the direction sought with a large enough effect; inconclusive = small, poorly fitted or top-dose-only effect, or another doubt; inactive = no such curve, though single readings can be large; an effect the other way counts as inactive or inconclusive.

SMILES	D2 potentiator	RXFP1 antagonist	D1 PAM	D1 agonist	D1 antag	Vif-APOBEC3G blk	Vif-A3F inh	RXFP1 agonist	GRP78 ERSR act
COc1ccccc1N1CCN(CC(=O)c2c[nH]c3ccccc23)CC1	-24.9	-2.3	-1.2	3.3	-8.9	-3.8%	-17.8%	-0.4%	2.3%
COc1ccc(NC(=O)CN(C)C(=O)c2ccc3ccccc3n2)cc1	·	0.2	·	·	·	-1.9%	-1.7%	·	-3.6%
CC(C(=O)NC1CCCC1)N(Cc1ccc2c(c1)OCO2)C(=O)c1snc(C(N)=O)c1N (configuration not stated)	·	-1.4	0.7	1.8	-7.4	0.6%	4.4%	0.4%	-5.4%
O=C(O)c1[nH]c2ccccc2c1C(c1cc(Br)ccc1O)c1c(C(=O)O)[nH]c2ccccc12	7.1	8.8	1.4	7.3	-2.5	0.8%	-0.8%	1.1%	-2.6%
COc1ccc(Cl)cc1NC(=O)CN(C)C(=O)Cc1ccc2c(c1)CCC2	-10.3	-5.1	4.3	0.0	7.7	0.3%	-2.5%	-4.7%	-0.8%
CC1(N2CCCCC2)CC2(O)C(=[N+]1[O-])CCC/C2=N\O (configuration not stated)	10.3	0.3	-0.9	4.7	19.4	0.1%	·	2.3%	-6.4%
O=C(COc1ccccc1)NCC(=O)Nc1ccncc1	11.2	-24.5	-3.6	5.7	6.9	-1.2%	-23.6%	-2.6%	-2.7%
COc1ccc(OC/C(O)=C(\C#N)c2nc3ccccc3[nH]2)cc1	-5.6	5.1	1.1	1.7	5.5	3.6%	3.4%	3.3%	-0.8%
COc1ccc(C(CC(=O)NCc2ccccc2)Sc2n[nH]c(-c3ccc(Cl)cc3)n2)cc1 (configuration not stated)	-1.9	3.1	6.2	1.7	-21.5	-5.8%	-0.7%	1.8%	-5.0%
CN(C)S(=O)(=O)c1ccc(NC(=O)COC(=O)C2COc3ccccc3O2)cc1 (configuration not stated)	·	-36.9	-4.2	1.2	-93.7*	-2.6%	2.6%	0.2%	-7.8%
COc1cccc(CCNC(=O)CCc2nnc(-c3ccc4c(c3)OCO4)o2)c1	-5.8	-2.5	1.8	0.0	-4.4	3.5%	0.7%	3.2%	2.7%
O=C(NC(=S)NNC(=O)c1ccco1)c1ccc(F)cc1	8.6	-0.3	1.6	8.8	3.6	5.0%	-2.2%	-2.3%	-1.2%
COc1ccc(-c2sc(Nc3ccccc3)n[n+]2C)c(C)c1C	·	·	0.8	2.0	10.2	-1.9%	0.1%	-0.5%	-2.6%
O=C(CCN1C(=O)/C(=C\c2cccs2)SC1=S)Nc1ccccn1	-8.8	-17.3	-9.2	21.4	-0.6	-5.1%	?	-0.7%	1.3%
CCc1c(C)nc(SCC(=O)N2C(C)CCCC2C)[nH]c1=O (configuration not stated)	-1.7	-7.1	-9.2	4.5	-7.5	5.4%	-7.4%	1.2%	1.8%
CCOC(=O)/C=c1\s/c(=C\c2ccccc2C)c(=O)n1CC(=O)NCc1ccc2c(c1)OCO2	10.6	·	-9.9	4.8	-57.0*	?	?	0.4%	-1.2%
CN1CCN(c2nc3c(c(=O)n(C)c(=O)n3C)n2Cc2cccc3ccccc23)CC1	·	-19.6	-7.8	4.5	-0.4	-3.2%	-7.5%	-0.2%	-3.6%
Cc1c(Cl)c([N+](=O)[O-])nn1CC(=O)N1CCN(C23CC4CC(CC(C4)C2)C3)CC1	-3.4	-7.4	·	2.5	-7.1	1.2%	0.2%	1.9%	-1.7%
O=C(COC(=O)c1cc(-c2ccco2)nc2ccccc12)NCc1ccccc1	2.3	-0.2	-3.2	1.4	-14.4	0.6%	-4.4%	-0.7%	-7.7%
Cc1cnc(C(=O)OCC(=O)Nc2ccc(OCc3ccccc3)cc2)cn1	-6.9	-17.0	·	26.0	-10.2	2.2%	-2.3%	1.1%	2.4%
CCOC(=O)C1=C(CN2CCC(C)CC2)NC(=O)NC1c1ccc(Cl)cc1 (configuration not stated)	-12.4	-7.6	3.4	7.4	0.0	2.0%	-0.3%	1.6%	-1.0%
Cc1cc(=O)oc2cc(NC(=O)c3cccc(Br)c3)ccc12	-1.8	-14.0	4.0	1.5	-2.1	2.9%	1.7%	0.0%	4.1%
CC(C)C(NC(=O)c1cccs1)c1nnc(SCC(=O)Nc2nccs2)n1C (configuration not stated)	·	15.5	-3.0	1.6	-10.6	-1.1%	-4.3%	-0.4%	-1.2%
Cc1cc(NC(=O)COn2nnc3ccc(Cl)cc32)no1	-1.6	-3.5	-5.6	1.0	-6.4	-0.7%	2.4%	1.4%	-2.3%
COc1ccc(C2C(C(=O)N3CCC(C)CC3)c3ccccc3C(=O)N2C)cc1 (configuration not stated)	-8.5	1.6	-2.5	-0.2	-14.6	1.8%	-4.3%	0.8%	9.0%
CCOC(=O)[C@H]1[C@H]2COc3ccc(OC)cc3[C@@H]2N2C(=O)CN(Cc3ccc(C)cc3)C(=O)[C@@]12C	6.3	·	-0.5	-0.7	·	-5.6%	-2.9%	1.1%	-5.7%
CCOC(=O)c1ccc(N2C(=O)c3n[nH]c(-c4ccco4)c3C2c2ccc(O)c(OCC)c2)cc1 (configuration not stated)	-20.9	·	7.8	-0.7	-1.7	-5.1%	5.6%	1.0%	-9.7%
CCOC(=O)CSc1nc(Nc2ccc3c(c2)OCO3)c2ccccc2n1	-7.5	-3.1	-9.8	1.0	-20.5	0.0%	-20.2%	2.9%	-2.1%
COc1ccc(N2C(=O)CCC(C(=O)N3CCCCC3)C2c2ccc(F)cc2)cc1 (configuration not stated)	-2.2	-7.5	-4.6	0.7	3.0	0.2%	5.6%	0.3%	-0.7%
CCCn1cc(S(=O)(=O)CC(=O)NC2CCCCC2)c2ccccc21	-11.6	-10.2	-3.9	0.1	2.6	0.0%	-0.9%	0.1%	-2.1%
CCOC(=O)N1CCN(C(=O)C(CC)n2nc(C)c3sc4ccccc4c3c2=O)CC1 (configuration not stated)	·	-9.0	·	·	·	0.1%	-3.2%	5.5%	-1.0%
C=CCC1(CC=C)CCCN1C(=O)c1cc(COc2ccc(-n3cncn3)cc2)on1	6.0	?	0.6	10.2	-10.5	1.8%	-0.4%	-1.3%	-1.3%
Cc1cc(SCC(=O)N/N=C/c2ccc(O)c(O)c2)nc2ccccc12	11.1	-67.0*	2.0	-1.9	-1.2	-11.5%	-13.0%	-3.4%	?
CCCC1CC(C#N)N(N(C)C)C1=C(C#N)C#N (configuration not stated)	-0.9	1.0	-6.0	3.6	2.8	3.7%	-3.4%	3.8%	-3.5%
N#CCCN1CCN(C(=S)c2ccc(-c3cc(Cl)ccc3Cl)o2)CC1	0.4	-3.7	1.1	0.5	1.4	-5.0%	1.8%	4.4%	1.1%
CC(C)CC(=O)N1CCN(C(=O)c2ccco2)CC1	12.8	-3.7	-14.8	1.7	40.8	-0.3%	-1.2%	-0.9%	-6.7%
Cc1cccc(NC(=O)CSc2nc3ccccc3c(=O)n2C)c1C	·	0.9	·	·	·	4.1%	-5.4%	·	-5.6%
CC(=O)OCCCCCCCCCCC[N+]1(C)CCCCC1	15.4	-5.2	-4.9	0.6	10.4	2.9%	1.1%	-0.9%	-3.7%
CCn1cnc2cc(NCc3ccc(Cl)cc3)ccc21	3.5	1.0	-5.8	5.9	-11.6	0.2%	10.0%	0.9%	7.8%
COc1ccc(-n2c(Cc3cccn3C)nnc2SCC(=O)Nc2ccc(C)cc2C)cc1	-5.0	-3.3	-1.4	0.5	28.1	-11.5%	-1.6%	1.0%	-4.6%

The final 2 entries of the part before open the next one.
SMILES	D2 potentiator	RXFP1 antagonist	D1 PAM	D1 agonist	D1 antag	Vif-APOBEC3G blk	Vif-A3F inh	RXFP1 agonist	GRP78 ERSR act
CCn1cnc2cc(NCc3ccc(Cl)cc3)ccc21	3.5	1.0	-5.8	5.9	-11.6	0.2%	10.0%	0.9%	7.8%
COc1ccc(-n2c(Cc3cccn3C)nnc2SCC(=O)Nc2ccc(C)cc2C)cc1	-5.0	-3.3	-1.4	0.5	28.1	-11.5%	-1.6%	1.0%	-4.6%
Cc1cccc(/C(N)=N/OC(=O)COc2ccc(Cl)cc2)c1	0.6	-4.9	0.4	1.5	13.0	1.8%	2.1%	0.1%	0.4%
CN(C)CCCCCNCCCNC(=O)/C=N\O	3.6	-1.3	-5.5	-0.4	-26.3	0.9%	-4.5%	3.8%	-0.3%
CCOC(=O)C(=CNc1cc(C)nn1-c1ccc(Cl)cc1)C(=O)OCC	14.2	-8.3	0.8	3.1	-0.8	1.2%	0.3%	0.4%	-1.1%
COc1ccc(CCNC(=O)c2cc(S(=O)(=O)N(C)C)ccc2N2CCCC2)cc1OC	12.4	-14.5	4.0	1.7	5.7	1.0%	1.4%	-0.3%	-5.2%
CNCc1ccccc1Sc1cc(O)ccc1O	5.8	?	-8.8	1.7	3.6	3.3%	8.1%	-2.4%	-10.3%
CC[C@@]12C(=O)N(c3cccc(F)c3)C(=O)N1[C@H](c1cccc(C)c1)[C@@H]1C(=O)N(Cc3ccccc3)C(=O)[C@@H]12	3.1	·	-7.5	0.4	7.3	-0.5%	-3.1%	-1.0%	1.3%
C/C(Cl)=C/Cn1c(NCCN(C)C)nc2c1c(=O)n(C)c(=O)n2C	-13.6	-8.6	1.8	2.3	12.4	2.1%	3.0%	1.5%	-0.9%
O=S(=O)(CC(CN1CCCC1)N1CCCC1)c1ccc2ccccc2c1 (configuration not stated)	-4.8	3.1	-1.1	0.6	6.1	-18.1%	-16.3%	0.6%	-5.5%
O=C(CNC(=O)Cc1cccc2ccccc12)NCc1ccccc1F	·	1.9	-3.1	4.8	8.9	5.6%	2.0%	1.3%	-5.6%
COC(=O)C1=C(C)N(Cc2ccccc2)C(=NCCCCO)N[C@H]1c1cccc(C(F)(F)F)c1	·	·	-0.2	2.5	10.0	6.1%	4.4%	0.2%	-3.1%
CCN(CC)S(=O)(=O)c1ccc(C)c(NC(=O)CSc2nc3ccccc3[nH]2)c1	-10.9	-15.3	0.6	7.4	-24.5	-5.4%	9.9%	0.7%	-5.6%
c1ccc(Nc2nc(CSc3ncn[nH]3)cs2)cc1	-2.5	-3.3	-2.0	2.4	-0.2	1.3%	2.5%	-1.0%	14.5%

This is a subset, so the mix of outcomes need not match the whole.
